Screening data as filed in PubChem.
MITF act = MITF TRPM1 promoter activation in melanoma cells. activation, % at 12.5 µM. hit rate 0.75% among 300,000. SK-MEL-5 TRPM1-promoter luciferase, 24 h; % of positive control, neutral wells = 0. AID 588334;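 active = mean activation of at least 80% with every replicate also reaching 80%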;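 note: 0% = neutral control wells and 100% = parthenolide positive control wells; values of inactives mirror those of a sister screen read the other way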
PKA-R1A activ = activators of PKA-R1A complex; hit rate 0.083% among 340,000; PKA-R1A dissociation, Cy5-IP20 fluorescence polarization; scaled: DMSO 0%, 113 µM cGMP 100%; activation, % at 11.4 µM; P00514+P68181;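 active = percent activation above the mean of all tested compounds plus 3 SD, cut at about 19% in these data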;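 note: higher means more PKAc released from R1A so a rise in polarization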
SR-BI HDL uptake = inhibitors of mouse SR-BI mediated HDL lipid uptake; hit rate 0.96% among 320,000; AID 488896; inhibition, % at 12.5 µM; Q61009; ldlA[mSR-BI] CHO cells, DiI-HDL uptake fluorescence, 3 h;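 active = mean replicate inhibition of at least 70% and a set share of replicates each scoring 70 or more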;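 note: 0% = median of neutral control wells and 100% = median of positive control wells; values of inactives mirror those of a sister screen read the other way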
Pemphigus Ab inh = human desmoglein-3 autoantibody binding inhibition. P32926. DSG3-coupled beads, scFv-anti-DSG3-GFP binding, flow cytometry; hits give low values. binding (percent of control), % at 10 µM. hit rate 0.48% among 310,000. AID 588358;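 active = binding more than 3 SD below its plate's average and above zero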;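 note: hits lower antibody fragment binding to DSG3; some compounds called inactive have numbers as strong as hits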
Arrestin-AP2 inh = human beta-arrestin and AP2 interaction inhibition. inhibition, % at 10 µM. AID 504490. hit rate 0.31% among 340,000. FITC-arrestin peptide / GST-AP2 beads, flow cytometry; AP2 beta2 appendage carries R879A mutation;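 active = inhibition above a set limit, near 3 SD of compounds lacking own fluorescence, cut at about 54% in these data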;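 note: plate controls were DMSO wells for no effect and 5 µM unlabelled arrestin peptide for full effect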
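Material – AP2 appendage R879A on GSH beads · Buffer or medium – PBS with 0.05% Tween 20 and 0.1% BSA · Probe or stimulus – fluorescein-tagged arrestin peptide at 50 nM final · Incubation – compound with beads 12 min RT, then probe 1 h RT · Detection – high-throughput flow cytometry of beads, ex 488, em 535 nm · Evaluation – percent response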
SUMO Mot1 rescue = inhibitors of SUMOylation pathway: yeast Mot1-301 growth rescue; S. cerevisiae Mot1-301 growth rescue, ATP luminescence, 38.5C; percent above DMSO median, 100 means doubled; growth rescue, % at 18.8 µM; hit rate 1% among 320,000;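 active = every valid replicate shows activation above 250% relative to neutral control wells; inactive = the rest, any valid replicate at or below 250%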;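 note: OY570 slx delta 5 strain wells were the positive control but not used for scaling; some compounds called inactive have numbers as strong as hits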
CDK5 p35 inh = blocks human CDK5/p35 kinase activity | Recombinant CDK5/p35, ADP-Glo luminescence, 60 min | inhibition, % at 10 µM | hit rate 0.01% among 330,000 | AID 488839;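 active = highest replicate inhibition of at least 50% and at least 75% of replicates reaching 50%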;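 note: plate controls were DMSO neutral control for no effect and GW8510 at 10 µM for full effect; many of its hits are not listed in these tables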
Target sequence (Q00535 whole entry, looked up): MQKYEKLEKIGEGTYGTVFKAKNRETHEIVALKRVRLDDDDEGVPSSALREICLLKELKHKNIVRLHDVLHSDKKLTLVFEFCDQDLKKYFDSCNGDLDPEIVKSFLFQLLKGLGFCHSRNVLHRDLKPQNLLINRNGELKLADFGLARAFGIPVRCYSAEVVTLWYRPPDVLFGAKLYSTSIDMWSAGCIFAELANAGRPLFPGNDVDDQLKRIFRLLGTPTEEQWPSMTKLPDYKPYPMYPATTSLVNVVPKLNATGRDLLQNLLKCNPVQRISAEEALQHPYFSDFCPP
Target sequence (Q15078 whole entry, looked up): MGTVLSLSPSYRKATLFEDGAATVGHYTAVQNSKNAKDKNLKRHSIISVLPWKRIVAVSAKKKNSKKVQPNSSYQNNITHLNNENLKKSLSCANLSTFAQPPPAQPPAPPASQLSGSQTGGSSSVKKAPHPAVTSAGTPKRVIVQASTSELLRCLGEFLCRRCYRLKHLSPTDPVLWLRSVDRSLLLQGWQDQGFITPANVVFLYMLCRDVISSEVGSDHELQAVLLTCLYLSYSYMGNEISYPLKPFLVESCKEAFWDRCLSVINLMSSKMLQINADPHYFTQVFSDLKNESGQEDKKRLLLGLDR
PKA-R2B activ = PKA-R2B complex activation; activation, % at 11.4 µM; PKA-R2B holoenzyme dissociation, Cy5-IP20 fluorescence polarization; R2B truncated from residue 108, S112A mutant; 0% DMSO only, 100% 113 µM cGMP; P22694+P31323; hit rate 0.079% among 340,000;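 active = activation above a cutoff set at the mean over all compounds plus 3 SD, cut at about 18% in these data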;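 note: higher means more holoenzyme dissociation and a rise in polarization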
Target sequence (P31323 whole entry, looked up, other chains not shown, the tested form may be a part): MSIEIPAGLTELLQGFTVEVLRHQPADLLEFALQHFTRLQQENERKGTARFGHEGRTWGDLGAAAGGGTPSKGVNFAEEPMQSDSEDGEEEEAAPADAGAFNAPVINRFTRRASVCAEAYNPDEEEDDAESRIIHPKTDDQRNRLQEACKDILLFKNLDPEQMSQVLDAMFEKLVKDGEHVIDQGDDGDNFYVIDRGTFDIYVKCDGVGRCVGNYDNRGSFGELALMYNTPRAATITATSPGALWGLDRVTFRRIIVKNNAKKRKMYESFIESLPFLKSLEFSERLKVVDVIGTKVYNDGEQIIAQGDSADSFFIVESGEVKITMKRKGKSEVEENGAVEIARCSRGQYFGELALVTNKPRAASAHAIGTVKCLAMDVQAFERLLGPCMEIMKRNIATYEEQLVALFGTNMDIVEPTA
dFosB activator = activators of mouse delta FosB homodimer; P13346; hit rate 0.99% among 340,000; purified delta FosB, TAMRA-CDK5 oligo fluorescence polarization; percent of positive-control signal above neutral wells; activation, % at 25 µM;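 active = mean activation above about 17%, with every replicate also reaching it, limit read from the data, passing the limit was not always enough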;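 note: fluorescence polarization rise as delta FosB binds a TAMRA Cdk5 AP-1 oligo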
SR-BI uptake up = activators of SR-BI mediated HDL lipid uptake. CHO ldlA[mSR-BI] cells, DiI-HDL uptake fluorescence, 3 h; 100 = double the neutral-control signal. activation, % at 12.5 µM. hit rate 0.096% among 320,000;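 active = mean replicate activation of at least 60% and every replicate at or above 60%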;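 note: 0% = median plate neutral-control signal and 100% = twice that signal; values of inactives mirror those of a sister screen read the other way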
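Material – SR-BI-overexpressing, LDLR-lacking CHO cells · Medium – BSA-supplemented, HEPES-buffered Ham's F12, pH 7.4 · Doses – single concentration · Times – compound with DiI-HDL co-incubation, 3 h at 37 °C · Measured by – bottom-read fluorescence, 550/595 nm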
NSD2 HMT inh = inhibitors of human histone methyltransferase NSD2; NSD2 peptide methylation, AlphaScreen, 120 min; inhibition, % at 12.5 µM; hit rate 0.54% among 310,000; O96028; in the data active = inhibition above about 50%
Starred values were filed as active, the others as inactive; i = inactive; x = no result given.

| no. | Molecule | MITF act | PKA-R1A activ | SR-BI HDL uptake | Pemphigus Ab inh | Arrestin-AP2 inh | SUMO Mot1 rescue | CDK5 p35 inh | PKA-R2B activ | dFosB activator | SR-BI uptake up | NSD2 HMT inh |
| --- | --- | --- | --- | --- | --- | --- | --- | --- | --- | --- | --- | --- |
| 1 | FC(F)Sc1ccc(-n2cc(-c3ccc(Cl)cc3)[n+]3c2CCC3)cc1 | -39 | 2 | 6 | 98 | -8 | 4 | x | 2 | -1 | -6 | -1 |
| 2 | N#CCCn1ncc2ccccc21 | -7 | -9 | -2 | 105 | 3 | -35 | 0.1 | -1 | 7 | 2 | 4 |
| 3 | CC(C)CC(=O)n1sc(NC(=O)c2ccccc2)nc1=O | 10 | -5 | -20 | 104 | -28 | 1 | -0.2 | -4 | -4 | 20 | 0 |
| 4 | COC(=O)C1(C)NC(c2ccccc2C)C2C(=O)N(c3ccc(F)cc3)C(=O)C21 (configuration not stated) | 3 | -5 | 0 | 97 | 31 | -15 | 1.0 | -16 | -5 | 0 | -1 |
| 5 | CC(CO)(CO)NC(=O)c1ccc(=O)[nH]n1 | -6 | -1 | -6 | 95 | -6 | -14 | 2.0 | -12 | -3 | 6 | -1 |
| 6 | Cc1cnc(CNC(=O)CC2C(=O)NCCN2Cc2cccc(F)c2F)cn1 (configuration not stated) | -1 | -6 | -12 | 104 | -3 | 3 | -8.7 | -8 | 0 | 12 | 2 |
| 7 | O=C1COc2ccc(C(=O)COC(=O)c3ncc(Cl)c(Cl)c3Cl)cc2N1 | -6 | -6 | -7 | 103 | 3 | 851* | -5.4 | 6 | -4 | 7 | -1 |
| 8 | O=C(Nc1ccc2c(c1)OCCO2)N1CCN(Cc2ccccc2)CC1 | 59 | -16 | -6 | 90 | 10 | 1 | 0.9 | -1 | -4 | 6 | 2 |
| 9 | Fc1ccc(CSc2ccc(-c3ccc4c(c3)OCO4)nn2)cc1 | 17 | 1 | -12 | x | 7 | -17 | 2.8 | -3 | 13 | 12 | -1 |
| 10 | CC(Oc1ccccc1)C(=O)NNC(=O)c1ccccn1 (configuration not stated) | -3 | -6 | -10 | 95 | 2 | 441 | x | 4 | 0 | 10 | -2 |
| 11 | O=C(CNC(=O)c1cccs1)NCC(=O)OCc1c(Cl)cccc1Cl | -13 | -3 | 2 | 101 | 12 | 7 | -1.2 | 1 | 3 | -2 | 0 |
| 12 | CC(CN(C)Cc1ccccc1)OC(=O)c1cccs1 (configuration not stated) | -2 | 2 | -5 | 104 | -8 | -6 | 1.1 | 7 | 5 | 5 | 1 |
| 13 | COc1cc(C(=O)NCc2ccc(S(N)(=O)=O)cc2)ccc1OCC(=O)Nc1cccc(C(F)(F)F)c1 | 10 | -4 | 15 | 104 | -14 | 75 | 1.5 | -2 | 17* | -15 | 3 |
| 14 | Cc1ccccc1C(=O)/C=C1\NC(=O)CS1 | 4 | -5 | 16 | 103 | 5 | 368* | 2.1 | 5 | 3 | -16 | -2 |
| 15 | CC(=O)N(c1ccccc1)C1CC(C)N(C(=O)c2ccccc2)c2ccccc21 (configuration not stated) | -15 | -12 | -13 | 90 | -3 | 1 | -0.8 | 9 | -7 | 13 | -1 |
| 16 | N=c1c(S(=O)(=O)c2ccc(Cl)cc2)cc2c(=O)n3ccccc3nc2n1Cc1ccco1 | 11 | -7 | 0 | 105 | -2 | 8 | -2.5 | -11 | 11 | 0 | -2 |

An excerpt from above in order of their number in Pemphigus Ab inh, ascending:
cpd | Structure | Pemphigus Ab inh
1 | FC(F)Sc1ccc(-n2cc(-c3ccc(Cl)cc3)[n+]3c2CCC3)cc1 | 98
6 | Cc1cnc(CNC(=O)CC2C(=O)NCCN2Cc2cccc(F)c2F)cn1 (configuration not stated) | 104
16 | N=c1c(S(=O)(=O)c2ccc(Cl)cc2)cc2c(=O)n3ccccc3nc2n1Cc1ccco1 | 105

Next section:
| no. | Molecule | MITF act | PKA-R1A activ | SR-BI HDL uptake | Pemphigus Ab inh | Arrestin-AP2 inh | SUMO Mot1 rescue | CDK5 p35 inh | PKA-R2B activ | dFosB activator | SR-BI uptake up | NSD2 HMT inh |
| --- | --- | --- | --- | --- | --- | --- | --- | --- | --- | --- | --- | --- |
| 17 | CCOC(=O)Cc1csc(NC(=O)c2ccc3ccccc3n2)n1 | -14 | 4 | x | x | -5 | 0 | -0.7 | -8 | -28 | x | 10 |
| 18 | CC(CC(=O)O)CC(=O)Nc1ccc(Br)cc1 (configuration not stated) | 6 | 5 | -7 | x | 33 | -3 | -1.2 | 7 | -5 | 7 | -1 |
| 19 | CC(C)=CCN1CCN(CCC2=C(C)CCCC2(C)C)CC1CCO (configuration not stated) | 14 | 3 | -15 | 107 | 48 | -4 | -0.3 | -1 | -1 | 15 | 1 |
| 20 | COc1ccc(N2C(C(C)=O)=NN(c3ccccc3)C2c2cccs2)cc1 (configuration not stated) | -8 | -8 | 40 | 93 | -8 | -2 | 1.0 | -2 | -5 | -40 | -4 |
| 21 | CCc1cc(=O)[nH]c(SCC(=O)NCc2ccc3c(c2)OCO3)n1 | 0 | -4 | -24 | 86 | 3 | -1 | 0.1 | -19 | 1 | 24 | 4 |
| 22 | O=C1/C(=C/c2ccccc2)NC(=S)N1C(c1ccccc1)c1ccccc1 | -26 | -5 | 11 | 105 | 0 | x | -4.9 | -7 | -2 | -11 | 10 |
| 23 | CC1CCN(S(=O)(=O)c2ccc(C(=O)NC3CCS(=O)(=O)C3)cc2)CC1 (configuration not stated) | -7 | -3 | -17 | 95 | 4 | 12 | -2.5 | 9 | -2 | 17 | -1 |
| 24 | COc1ccc(O)c(-c2[nH]ncc2C(=O)c2ccccc2C)c1 | 0 | 0 | 15 | 108 | 10 | 31 | 0.5 | 5 | -7 | -15 | 2 |

Part of the list above in order of count of non-hydrogen atoms, ascending:
| no. | Molecule | MITF act | PKA-R1A activ | SR-BI HDL uptake | Pemphigus Ab inh | Arrestin-AP2 inh | SUMO Mot1 rescue | CDK5 p35 inh | PKA-R2B activ | dFosB activator | SR-BI uptake up | NSD2 HMT inh |
| --- | --- | --- | --- | --- | --- | --- | --- | --- | --- | --- | --- | --- |
| 24 | COc1ccc(O)c(-c2[nH]ncc2C(=O)c2ccccc2C)c1 | 0 | 0 | 15 | 108 | 10 | 31 | 0.5 | 5 | -7 | -15 | 2 |
| 21 | CCc1cc(=O)[nH]c(SCC(=O)NCc2ccc3c(c2)OCO3)n1 | 0 | -4 | -24 | 86 | 3 | -1 | 0.1 | -19 | 1 | 24 | 4 |
| 23 | CC1CCN(S(=O)(=O)c2ccc(C(=O)NC3CCS(=O)(=O)C3)cc2)CC1 (configuration not stated) | -7 | -3 | -17 | 95 | 4 | 12 | -2.5 | 9 | -2 | 17 | -1 |

More compounds follow.
(25) CN1CCN(C(=O)NC2CCCN2S(=O)(=O)c2ccc(Cl)cc2)CC1 (configuration not stated)
(26) O=c1c2ccccc2nc2sc3ccccc3n12
(27) O=C(Nc1c(F)cc(F)cc1Br)c1cccnc1
(28) C=CCSc1nnc(-c2c[nH]c3ccccc23)n1CC
(29) O=C(O)c1ccc(NS(=O)(=O)c2cccc(C(=O)Nc3cccc(C(=O)O)c3)c2)cc1
(30) NC(=O)COC(=O)c1ccccc1SCC(=O)NC1CCCCCCC1
(31) CCc1ccc(C(CNC(=O)c2ccc3c(=O)n(-c4ccccc4F)c(=S)[nH]c3c2)N(C)C)cc1 (configuration not stated)
(32) O=C(Nc1ccc(F)cc1)NC1CCN(Cc2nnnn2Cc2ccco2)CC1

compound no.,25,26,27,28,29,30,31,32
MITF act,-10,x,11,-1,15,-5,7,-8
PKA-R1A activ,2,-13,3,11,5,-4,-1,5
SR-BI HDL uptake,-11,-29,-5,9,-15,4,23,-11
Pemphigus Ab inh,103,98,98,108,100,103,102,107
Arrestin-AP2 inh,9,19,-4,4,10,14,58*,-4
SUMO Mot1 rescue,-7,i,-19,x,-19,225,-6,-9
CDK5 p35 inh,0.5,0.0,2.3,-3.8,1.8,1.8,-0.8,-0.5
PKA-R2B activ,5,1,13,-5,-3,-2,-3,2
dFosB activator,-5,-36,-5,-1,3,-9,-4,-3
SR-BI uptake up,11,29,5,-9,15,-4,-23,11
NSD2 HMT inh,0,x,1,x,4,-2,2,10

Some values from the results shown:
In dFosB activator, O=C(O)c1ccc(NS(=O)(=O)c2cccc(C(=O)Nc3cccc(C(=O)O)c3)c2)cc1 reads 3
In PKA-R1A activ, O=C(Nc1c(F)cc(F)cc1Br)c1cccnc1 reads 3

(list continues)
(33) O=C1NC2(CCCCCC2)C(=O)N1Cc1cccc([N+](=O)[O-])c1
(34) O=C(N/N=C/C(Br)=C\c1ccccc1)c1ccc2nc[nH]c2c1
(35) Cc1cccc(C)c1NC(=O)CN(C)C(=O)COc1cccc2c1OC(C)(C)C2
(36) CCCCNC(=O)c1onc(CSc2ccc(Cl)cc2)c1C(=O)O
(37) O=C(CSCc1cccc(F)c1)N1CCN(c2ccccc2)CC1
(38) O=C(OCC(=O)N1CCCC1)c1cc(Br)ccc1Cl
(39) CCOC(=O)c1[nH]c(C)c(C(=O)N2CCc3c([nH]c4ccccc34)C2c2ccccn2)c1C (configuration not stated)
(40) O=C(Nc1ccc(F)cc1)c1ccccc1CC[N+](=O)[O-]

compound no.,33,34,35,36,37,38,39,40
MITF act,-11,24,4,9,74,-5,-7,8
PKA-R1A activ,-1,1,6,-1,0,-8,-7,-2
SR-BI HDL uptake,24,17,9,-37,-1,49,47,-38
Pemphigus Ab inh,100,101,101,105,100,104,109,99
Arrestin-AP2 inh,3,-1,1,-3,-8,0,2,-3
SUMO Mot1 rescue,-3,5,-8,-2,83,-6,-2,5
CDK5 p35 inh,1.3,-0.6,-2.3,1.1,1.4,0.9,1.9,0.1
PKA-R2B activ,-5,-3,-5,-9,-8,5,-6,-9
dFosB activator,2,9,-11,3,-8,-6,-17,-7
SR-BI uptake up,-24,-17,-9,37,1,-49,-47,38
NSD2 HMT inh,1,-1,-1,x,-1,-2,0,0
